EBI2 antag = EBI2 receptor antagonists, beta-arrestin recruitment, primary screen, cell-based, luminescence, 7a,25-OHC stimulation, uHTS; hit rate 0.81% among 360,000; AID 651636, 2012; 7a,25-OHC stimulated; inhibition, % at 5 µM; G-protein coupled receptor 183 (Homo sapiens), P32249; in the data active = inhibition above about 38%;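 note: enzyme fragment complementation signal reports receptor beta-arrestin coupling in cells; 0% = agonist plus DMSO wells and 100% = wells without agonist; some results beyond the cut were filed as inactive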
APJ agonist = agonists of human apelin receptor APJ, primary screen, CHO-K1 cells, PathHunter beta-arrestin, luminescence; 0% DMSO wells, 100% apelin; P35414; hit rate 0.11% among 330,000; activation, % at 20 µM;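 active = activation more than six SD over the plate average, tested at 20 µM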;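 note: 0% = DMSO alone and 100% = apelin-13 at 10 nM; some results filed as inactive read as strong as hits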
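system = engineered CHO-K1 APJ arrestin reporter cells | input = 1000 cells per well | timing = overnight seeding, 90 min compound at 25 °C, 1 h detection | measured by = enzyme-fragment complementation luminescence | read-out = beta-arrestin recruitment to APJ as agonist activity, luminescent signal | control set = negative DMSO alone, positive Apelin-13 at 10 nM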
APJ antag = antagonists of human apelin receptor APJ, primary screen, CHO-K1 cells, beta-arrestin complementation, luminescence; P35414; inhibition, % at 20 µM; hit rate 0.32% among 330,000;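 active = inhibition above about 40% at 20 µM, limit read from the data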;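 note: cells challenged with 10 nM apelin-13 agonist together with compound; plate controls were apelin-13 plus DMSO wells for no effect and DMSO wells lacking apelin-13 for full effect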
CXCR6 inh = CXCR6 receptor inhibitors, primary screen, cell-based, beta-arrestin, luminescence, CHO-K1 PathHunter, 1536-well | C-X-C chemokine receptor type 6 (Homo sapiens), O00574 | inhibition, % at 20 µM | hit rate 0.36% among 360,000 | AID 602244, 2012; in the data active = inhibition above about 34%, passing the limit was not always enough;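 note: antagonist mode with CXCL16 agonist at 10 nM final; 0% = 10 nM CXCL16 with DMSO and 100% = unstimulated wells without agonist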
Target sequence (O00574 whole entry, looked up): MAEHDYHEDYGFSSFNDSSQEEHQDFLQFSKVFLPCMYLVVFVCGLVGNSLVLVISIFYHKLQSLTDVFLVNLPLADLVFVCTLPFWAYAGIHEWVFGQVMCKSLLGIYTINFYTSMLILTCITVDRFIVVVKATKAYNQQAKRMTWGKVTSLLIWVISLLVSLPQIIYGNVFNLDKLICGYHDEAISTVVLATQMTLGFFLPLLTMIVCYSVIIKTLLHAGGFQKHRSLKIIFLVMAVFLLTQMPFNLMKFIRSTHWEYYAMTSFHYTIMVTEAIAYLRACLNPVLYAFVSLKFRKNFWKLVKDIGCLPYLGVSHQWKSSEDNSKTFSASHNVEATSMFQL
CCR6 antag = CCR6 receptor antagonists, primary screen, cell-based, CHO-K1, luminescence, beta-arrestin, uHTS; C-C chemokine receptor type 6 (Homo sapiens), P51684; inhibition, % at 20 µM; CHO-K1 CCR6 PathHunter beta-arrestin, CCL20-stimulated; hit rate 0.49% among 340,000; AID 493098, 2011;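 active = compounds whose inhibition of the agonist-driven luminescence signal at 20 µM reaches about 50%, limit read from the data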;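 note: cells stimulated with CCL20 at 14 nM final; plate controls were DMSO with CCL20 for no effect and DMSO without agonist for full effect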
Target sequence (P51684 whole entry, looked up): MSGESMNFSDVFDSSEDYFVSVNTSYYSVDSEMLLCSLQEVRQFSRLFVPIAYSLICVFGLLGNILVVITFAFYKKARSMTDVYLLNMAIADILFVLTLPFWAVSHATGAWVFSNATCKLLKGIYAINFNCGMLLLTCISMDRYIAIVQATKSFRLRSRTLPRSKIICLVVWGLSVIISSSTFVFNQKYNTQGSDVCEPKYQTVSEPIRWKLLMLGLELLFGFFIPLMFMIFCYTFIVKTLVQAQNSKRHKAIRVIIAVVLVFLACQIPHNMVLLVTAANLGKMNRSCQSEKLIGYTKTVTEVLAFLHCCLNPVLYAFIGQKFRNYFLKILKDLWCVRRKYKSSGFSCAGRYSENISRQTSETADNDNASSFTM
UBC13 polyUb = UBC13 polyubiquitin chain formation inhibitors, primary screen, biochemical, TR-FRET, uHTS; Ubiquitin-conjugating enzyme E2 N (Homo sapiens), P61088; inhibition, % at 20 µM; hit rate 0.47% among 330,000; AID 485273, 2010; in the data active = inhibition above about 45%, passing the limit was not always enough
Target sequence (P61088 whole entry, looked up): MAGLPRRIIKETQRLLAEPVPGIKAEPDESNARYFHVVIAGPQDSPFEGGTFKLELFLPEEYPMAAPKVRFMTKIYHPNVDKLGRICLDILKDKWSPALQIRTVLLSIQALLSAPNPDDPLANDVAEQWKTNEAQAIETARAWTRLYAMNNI
ATG4B inh = ATG4B protease inhibitors, primary screen, biochemical, fluorescence, uHTS | ATG4B cleavage of LC3-PLA2, NBD-HPC fluorescence, 1 h | inhibition, % at 8.33 µM | hit rate 0.51% among 340,000; in the data active = inhibition above about 40%
Gli-Sufu antag = Gli-Sufu pathway antagonists, primary screen, luciferase luminescence, Sufu-KO-LIGHT cells, uHTS | Sufu-KO-LIGHT fibroblasts, Gli luciferase reporter luminescence | inhibition, % at 5 µM | hit rate 0.74% among 340,000 | AID 588413, 2011;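 active = inhibition above about 55%, limit read from the data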;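 note: 0% = DMSO-treated cells and 100% = wells with medium but no cells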
Active calls of the source: *; . = no result given.

The opening two records as a preview:
Below each compound: EBI2 antag, APJ agonist, APJ antag, CXCR6 inh, CCR6 antag, UBC13 polyUb, ATG4B inh, Gli-Sufu antag
> O=c1c2ccccc2nnn1CSc1nc2sc3c(c2c(=O)n1CC1CCCO1)CCC3 (stereo unspecified)
→ 5, -4, 11, 12, 13, -8, 4, 4
> O=C(Nc1ccc(-n2ccnc2P(=O)(O)c2ccccc2)cc1)c1ccccc1Cl
→ -13, -2, 7, 3, -6, 12, -1, -3

The whole of this part (from the top)
Below each compound: EBI2 antag, APJ agonist, APJ antag, CXCR6 inh, CCR6 antag, UBC13 polyUb, ATG4B inh, Gli-Sufu antag
> O=c1c2ccccc2nnn1CSc1nc2sc3c(c2c(=O)n1CC1CCCO1)CCC3 (stereo unspecified)
→ 5, -4, 11, 12, 13, -8, 4, 4
> O=C(Nc1ccc(-n2ccnc2P(=O)(O)c2ccccc2)cc1)c1ccccc1Cl
→ -13, -2, 7, 3, -6, 12, -1, -3
> O=C(CN1CCCC1c1cccs1)Nc1cccc(S(=O)(=O)N2CCCC2)c1 (stereo unspecified)
→ 12, -3, -2, 1, 12, 11, 3, 2
> Cc1ccc(NC(=O)CN2C(=O)NC3(CCc4ccccc43)C2=O)cc1Cl (stereo unspecified)
→ 8, 2, 6, -3, -13, 2, 9, -1
> CN1CCN(/C=C(\C#N)S(=O)(=O)c2ccc(Cl)cc2)CC1
→ -4, -3, -14, -2, -3, 6, -5, 14
> COc1ccc(Cc2c(O)nc(SCC(=O)c3ccc(OC)cc3)[nH]c2=O)cc1
→ -3, -4, -6, -4, 0, 4, 0, -8
> CCN(CC(=O)Nc1c(C(=O)OC)[nH]c2ccc(Cl)cc12)c1ccc2c(c1)OCO2
→ -8, 0, 1, -8, 8, -1, -4, 17
> CCN(CC)S(=O)(=O)c1cccc(C(=O)N[C@H](C(=O)OCC(=O)NC(=O)NC)C(C)C)c1
→ -11, 1, -1, 12, -2, -2, -13, -2
> CC1=C(C(=O)OCc2ccccc2)C(c2ccccc2OC(F)F)NC(=O)N1 (stereo unspecified)
→ 7, 2, -1, 3, 8, -4, -10, 10
> CCOC(=O)C1C(=O)N(O)CC1c1cccc(Oc2ccccc2)c1 (stereo unspecified)
→ -2, -1, 8, -14, -1, 5, 2, 7
> COc1ccc(CCNC(=O)c2ccc3c(c2)N(Cc2ccc(F)cc2)CCS3)cc1OC
→ 15, -3, -31, -1, 1, 22, -3, 14
> COc1ccc2ccccc2c1CNC(C)CCc1ccccc1 (stereo unspecified)
→ -9, 1, 13, -2, -11, 11, -4, 35
> Cc1ncc2c(n1)NC(=O)NC2
→ 5, ., ., -4, 6, ., -1, 4
> Cc1nc2ccc(NC(=O)/C=C/C(=O)O)cc2nc1C
→ 2, -3, -20, 4, -4, -10, -4, -2
> Cc1ccc(-c2nc3sc4c(N)ncnc4c3c3c2CCCC3)cc1
→ 17, -4, 2, 8, 1, 27, 0, 55
> NC(=O)c1ccsc1NC(=O)COC(=O)/C=C/c1ccccc1[N+](=O)[O-]
→ -8, 13, -2, -14, -5, 19, 5, 6
> CN(C)CCn1c2c(c(SCC(=O)NCc3ccccc3)nc1=O)CCCC2
→ -5, -1, -5, -3, 9, 11, 3, 1
> N#CC1=C(N)SC(N)=C(C#N)C1c1ccnc2ccccc12
→ -4, 1, -19, 2, -3, -6, -6, 19
> Cc1ccc(N2CC(C(=O)Nc3nnc(SCCC4OCCO4)s3)CC2=O)cc1C (stereo unspecified)
→ 19, -2, 19, -15, -9, -2, 3, -3
> O=C(COc1ccc(Cl)cc1Cl)OCC(=O)c1ccc[nH]1
→ -3, 0, 9, 4, 3, 2, 5, -1
> CC1CCCCC1NC(=O)Cn1[nH]c(=O)c2ccccc2c1=O (stereo unspecified)
→ -4, -9, 15, -5, 5, -2, -1, 0
> O=C(Nc1cccc(S(=O)(=O)N2CCCCC2)c1)c1ccc2c(c1)OCO2
→ -6, -4, 4, -2, 18, -1, -4, 0
> CCOc1ccc(N2C(=O)CC(n3nc(C)cc3C)C2=O)cc1 (stereo unspecified)
→ -10, -3, -19, -10, -7, 0, -11, -51
> COC(=O)CCC(=O)N1CCCC(CNS(=O)(=O)c2ccc(OC)cc2)C1 (stereo unspecified)
→ 1, -3, -1, 4, 9, 5, -1, -5
> COc1ccc(NC(=O)[C@@H](NS(=O)(=O)c2cccc(Cl)c2)C(C)C)cc1S(=O)(=O)N1CCOCC1
→ 3, -4, -1, 3, 1, 9, -4, 2
> COc1cc(Br)cc(/C=C/c2ccc3cccc(O)c3n2)c1O
→ -12, -3, -6, 11, 21, -38, -6, 5
> COc1ccccc1/C=C1\SC(=S)N(CCC(=O)N2CCN(C)CC2)C1=O
→ -12, 4, -8, 3, 7, 8, 4, 27
> COc1ccccc1C1=NOC(CN2C(=O)c3ccccc3S2(=O)=O)C1 (stereo unspecified)
→ 10, -2, -2, 1, 5, -9, -6, 12
> CC(=O)N1N=C2c3ccccc3CCC2C1c1cccs1 (stereo unspecified)
→ 7, 3, 3, 0, 1, -1, -4, 2
> Cc1noc(C)c1S(=O)(=O)NCCN1CCN(c2ccccc2)CC1
→ -1, 1, 6, -9, 2, 7, -11, 4
> CCCNC(=O)CCNC(=O)c1ccc(C(C)(C)C)cc1
→ -1, -6, -8, -6, 15, 0, 1, 0
> CCC1Sc2ccc(S(=O)(=O)CCC(=O)NC3CCCCCC3)cc2NC1=O (stereo unspecified)
→ 3, 1, -35, 2, 2, 8, 4, -1
> Cc1ccccc1Cn1nc(C)c(NC(=O)/C=C/c2cnn(C)c2)c1C
→ 1, -1, 13, 11, 22, -8, 0, -3
> Nc1n[nH]c(CCCO)n1
→ -6, 4, -11, 1, 11, -6, 10, -3
> CC(=O)Nc1ccc(NC(=O)Cn2cc3c(n2)CCCC3)cc1
→ -6, -2, -24, 0, 5, -6, -3, -37
> COc1ccccc1CNC(=O)CCn1c(=O)[nH]c2ccsc2c1=O
→ 5, -2, 10, 4, 9, 8, 14, 4
> Cc1ccc(CNC(=O)Nc2cccs2)cc1
→ -2, -1, 6, -10, -26, 4, 5, 8
> CCOC(=O)n1c(SCC(=O)N(CC)CC)nc2ccccc21
→ -4, 0, 10, -3, -6, 10, 1, 0
> NS(=O)(=O)c1ccc(CCNC(=O)c2ccc(C(=O)c3ccccc3)cc2)cc1
→ -8, 2, 1, 3, 8, 1, -5, 2
> CCc1ccc(Nc2cc(C)nc3ncnn23)cc1
→ -2, 0, 7, -11, 5, 3, 0, 21

Four of the compounds above, with tabs.
Compound	EBI2 antag	APJ agonist	APJ antag	CXCR6 inh	CCR6 antag	UBC13 polyUb	ATG4B inh	Gli-Sufu antag
N#CC1=C(N)SC(N)=C(C#N)C1c1ccnc2ccccc12	-4	1	-19	2	-3	-6	-6	19
Cc1ccc(N2CC(C(=O)Nc3nnc(SCCC4OCCO4)s3)CC2=O)cc1C (stereo unspecified)	19	-2	19	-15	-9	-2	3	-3
O=C(COc1ccc(Cl)cc1Cl)OCC(=O)c1ccc[nH]1	-3	0	9	4	3	2	5	-1
CC1CCCCC1NC(=O)Cn1[nH]c(=O)c2ccccc2c1=O (stereo unspecified)	-4	-9	15	-5	5	-2	-1	0

Continuation:
Below each compound: EBI2 antag, APJ agonist, APJ antag, CXCR6 inh, CCR6 antag, UBC13 polyUb, ATG4B inh, Gli-Sufu antag
> CC(=O)Nc1ccc(NC(=O)CSc2nnc(-c3cccs3)n2N)cc1
→ -4, -2, -14, 4, 6, -8, 8, 3
> COC(=O)c1cccc2nc3c(C(C)O)cccc3nc12 (stereo unspecified)
→ -1, -2, -8, -2, -2, -24, -15, -3
> COc1cc(/C=N/NC(=O)c2cccnc2)ccc1OCC(=O)Nc1c(C)cc(C)cc1C
→ 8, 0, -1, -1, -9, -27, -1, -7
> Cc1n(Cc2ccccc2)c2cc([N+](=O)[O-])ccc2[n+]1Cc1ccccc1
→ 4, -3, -13, 4, 4, 2, 0, 10
> Cc1cccc(C(=O)N[C@H](C(=O)Nc2ccc(C)c(S(=O)(=O)N3CCOCC3)c2)C(C)C)c1
→ -2, -4, -5, 0, 5, 0, -8, 2
> CCc1cccc(CC)c1NC(=O)CSc1nnc(C2CC2)n1N
→ -4, -7, 6, 8, 5, -1, -10, -3
> Cc1onc(-c2c(Cl)cccc2Cl)c1/C(N)=N/OC(=O)C(C)(C)C
→ 1, 1, 8, -1, 8, -2, -6, 3
> O=C(COC(=O)CN1C(=O)C2CCCCC2C1=O)Nc1ccc(F)c(F)c1F (stereo unspecified)
→ -1, -3, -9, 4, -1, 11, 3, 3
> O=C(NCc1ccc2c(c1)OCO2)C(=O)Nc1ccccc1
→ -7, 1, 5, -3, 12, 13, 1, -7
> O=C(CCCn1c(=O)[nH]c2cc(Cl)ccc2c1=O)N1CCN(c2ccc([N+](=O)[O-])cc2)CC1
→ 3, ., ., -6, 11, ., -1, 30
> COc1ccc(OC)c(C2C(C(C)=O)=C(O)C(=O)N2c2ccc(F)cc2)c1 (stereo unspecified)
→ -2, 13, -4, 0, -1, 0, 1, 0
> c1nc2nc3c(c(N4CCOCC4)n2n1)CCCC3
→ -6, 3, 0, 1, 11, 7, -10, 5
> CN(C)S(=O)(=O)c1ccc(NC(=O)CSc2nnc(-c3ccco3)o2)cc1
→ -2, 2, 6, -2, 14, -1, 2, 1
> Cc1ccc(C(=O)OCN2C(=O)c3ccccc3C2=O)cc1S(=O)(=O)N1CCOCC1
→ -7, -2, 7, 0, 19, -2, 5, -19
> Oc1cccc(/C=N/N2CCN(c3ccccn3)CC2)c1
→ 6, -1, 4, 5, 3, 1, -6, 0

Screens deposited in PubChem BioAssay by Sanford-Burnham Center for Chemical Genomics.
